Avidin fluor = avidin bead compound fluorescence profile | Avidin beads, compound fluorescence 488/530 nm, flow cytometry; hits give high values | actives 0.38% (n = 220,000) | fluorescence (KMESF) at 10 µM; in the data active = fluorescence above about 47; note: inactives centre near 10
Bfl-1 Bim block = disrupts Bim binding to human Bfl-1; inhibition, % at 10 µM; actives 0.12% (n = 190,000); Bead-based flow cytometry, Bim-Bfl-1 binding inhibition; Q16548;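 note: 0% = wells without compound plus tracer and 100% = blocker peptide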
ABCG2 inh = human ABCG2 inhibition, ABCB1 as counter-screen. actives 0.1% (n = 190,000). Q9UNQ0. inhibition, % at 6.6 µM. IgMXP3 cells, JC-1 efflux, flow cytometry;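 active = inhibition above 80%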;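 note: 0% = DMSO and 100% = nicardipine control wells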
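Incubation: cells with compound and JC-1, 10 min at 25 °C, rotating, no wash / Test system: IgMXP3 (ABCG2) plus far-red-tagged CCRF-Adr (ABCB1) cells / Compound dosing: one concentration, 6.6 µM final / Also added: JC-1 fluorescent substrate / Evaluation: efflux inhibition in percent versus controls / Detection: flow cytometry, 530 nm JC-1 signal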
RGS4-Gao reg = modulates binding of RGS4 to human Galphao. P09471. Multiplexed bead flow cytometry; actives lie on both sides. binding response (% of control), % at 10 µM. actives 0.33% (n = 220,000); in the data active = binding response below about 49% or above about 150%; inactive = in between;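 note: fluorescent Galphao activated with aluminum fluoride binding bead-coupled RGS4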
Target sequence (P09471 whole entry, looked up): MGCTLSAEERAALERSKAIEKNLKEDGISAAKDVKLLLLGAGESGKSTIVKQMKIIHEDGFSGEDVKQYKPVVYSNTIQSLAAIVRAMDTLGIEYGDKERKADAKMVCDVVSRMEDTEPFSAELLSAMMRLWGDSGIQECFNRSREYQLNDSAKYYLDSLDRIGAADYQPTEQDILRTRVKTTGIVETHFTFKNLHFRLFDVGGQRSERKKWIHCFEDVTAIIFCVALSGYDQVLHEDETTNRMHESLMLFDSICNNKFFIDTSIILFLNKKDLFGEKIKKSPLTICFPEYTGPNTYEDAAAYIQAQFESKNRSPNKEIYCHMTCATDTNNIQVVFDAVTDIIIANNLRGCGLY
RGS7-Gao = modulates binding of RGS7 to human Galphao | AID 1439 | Multiplexed bead flow cytometry; actives lie on both sides | P09471 | binding response (% of control), % at 10 µM | actives 0.35% (n = 220,000); in the data active = binding response below about 49% or above about 150%;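 note: fluorescent Galphao held in activated GDP-AlF4 state binding bead-coupled RGS7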
GSH fluor = compound fluoresces at 488/530 nm on GSH beads; actives 0.25% (n = 190,000); fluorescence (KMESF) at 10 µM; GSH beads flow cytometry, compound fluorescence 488/530 nm; hits give high values; in the data active = fluorescence above about 89;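 note: glutathione beads carrying GST-tagged Bcl family fusion proteins plus one bare bead set; values are compound well signal with DMSO vehicle wells as background; inactives centre near 16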
Bcl-XL Bim block = disrupts Bim peptide binding to human Bcl-XL; Q07817; bead flow cytometry, fluorescence; inhibition, % at 10 µM; actives 0.04% (n = 190,000)
Bcl-B Bim block = inhibitors of Bim-Bcl-B interaction, human; Q9HD36; bead-based flow cytometry, Bim peptide-Bcl-B binding; inhibition, % at 10 µM; actives 0.073% (n = 190,000);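 note: 0% = tracer peptide without compound and 100% = reference inhibitor peptide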
Target sequence (Q9HD36 whole entry, looked up): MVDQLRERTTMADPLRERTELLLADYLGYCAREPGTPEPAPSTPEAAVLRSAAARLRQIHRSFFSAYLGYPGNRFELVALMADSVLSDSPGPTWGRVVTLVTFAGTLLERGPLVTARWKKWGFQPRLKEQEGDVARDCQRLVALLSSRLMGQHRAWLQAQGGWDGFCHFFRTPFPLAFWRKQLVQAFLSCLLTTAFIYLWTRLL
Bcl-W Bim block = human Bim-Bcl-W interaction inhibition; bead-based flow cytometry, Bim peptide-Bcl-W binding; inhibition, % at 10 µM; actives 0.02% (n = 190,000); AID 952;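 note: 0% = bound tracer without compound and 100% = peptide blocker; higher means less fluorescent Bim peptide bound to Bcl-W beads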
Target sequence (Q92843 whole entry, looked up): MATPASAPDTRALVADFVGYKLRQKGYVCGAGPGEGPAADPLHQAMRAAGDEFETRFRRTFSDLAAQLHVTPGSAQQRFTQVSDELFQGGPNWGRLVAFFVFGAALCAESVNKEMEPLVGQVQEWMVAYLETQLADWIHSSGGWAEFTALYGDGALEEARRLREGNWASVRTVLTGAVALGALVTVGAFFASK
ABCB1 inh = inhibitors of human ABCB1 transporter, ABCG2 counter-screen. P08183. CCRF-Adr cells, JC-1 efflux, flow cytometry. inhibition, % at 6.6 µM. actives 0.067% (n = 190,000); in the data active = inhibition above about 40%;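 note: 0% = vehicle and 100% = reference inhibitor; higher value means more JC-1 retained so stronger ABCB1 efflux block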
Bim-Bcl-2 = human Bim-Bcl-2 interaction inhibition; P10415; Bead-based flow cytometry, Bim peptide-Bcl-2 binding; inhibition, % at 10 µM; actives 0.06% (n = 190,000); AID 950; in the data active = inhibition above about 40%;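 note: 0% = no compound wells with probe peptide and 100% = reference peptide inhibitor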
Target sequence (P10415 whole entry, looked up): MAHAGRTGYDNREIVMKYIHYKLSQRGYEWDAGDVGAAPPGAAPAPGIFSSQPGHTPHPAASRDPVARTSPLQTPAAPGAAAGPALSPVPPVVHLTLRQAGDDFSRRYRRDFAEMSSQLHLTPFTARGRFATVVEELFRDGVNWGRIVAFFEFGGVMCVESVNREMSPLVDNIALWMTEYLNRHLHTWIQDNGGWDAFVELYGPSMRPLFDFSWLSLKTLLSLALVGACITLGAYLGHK
* = called active by the depositor. Cut-off read from the data, not from the text of the source, unless noted: active = inhibition above about 40%. Outcome played no part in choosing rows. Share with any hit: about 1.3%.

SMILES | Avidin fluor | Bfl-1 Bim block | ABCG2 inh | RGS4-Gao reg | RGS7-Gao | GSH fluor | Bcl-XL Bim block | Bcl-B Bim block | Bcl-W Bim block | ABCB1 inh | Bim-Bcl-2
COc1ccccc1CNC(=O)C1CCN(C(=O)N(C)C)CC1 | 8 | -11 | -1 | 101 | 101 | 46 | -2 | -28 | 0 | -0.8 | -11
Cc1cccc2cc(CN(Cc3ccc(F)cc3)Cc3nnnn3C3CCCC3)c(=O)[nH]c12 | 8 | 0 | 4 | 102 | 96 | 14 | -2 | -1 | -1 | 11 | 0
Cc1ccc(S(=O)(=O)NC(=O)c2ccc(-c3ccc(C)c4ccccc34)o2)cc1 | 10 | 0 | -4 | 95 | 97 | 19 | -2 | -4 | 0 | -0.6 | 1
O=C(CN1C(=O)C(=O)N(C2CCCC2)C1=O)Nc1ccc(N2CCOCC2)cc1 | 14 | -6 | 4 | 99 | 97 | 12 | 0 | 0 | -1 | 2.2 | -3
CCCOc1ccc(C(=O)Nn2c(C)nc3ccccc3c2=O)cc1 | 11 | 1 | 4 | 97 | 98 | 31 | 0 | 0 | -3 | 1.1 | 0
CN(CC(=O)Nc1ccc(S(=O)(=O)N2CCCC2)cc1)Cc1ccc(Cl)cc1 | 2 | -3 | 0 | 101 | 97 | 8 | -5 | -4 | -4 | 0.1 | -2
COc1ccc(CCNC(=O)c2csc3c2CCCC3)cc1 | 24 | -5 | 4 | 101 | 101 | 38 | -2 | -9 | -2 | 0.9 | -4
C/C(=N/NS(=O)(=O)c1ccc(C)cc1)c1ccc(NC(=O)C(F)(F)F)cc1 | 14 | -2 | 0 | 101 | 101 | 12 | -6 | -5 | -3 | -8.6 | -5
COc1cc(/C=N/n2c(=S)[nH]nc(C)c2=O)cc([N+](=O)[O-])c1O | 11 | -2 | 15 | 103 | 105 | 9 | -1 | -6 | 0 | 1.7 | -5
CCN(CC)S(=O)(=O)c1ccc(N2CCCCC2)c(NC(=O)/C=C/c2ccc(OC)c(OC)c2)c1 | 23 | -2 | 44 | 103 | 95 | 11 | -8 | -6 | -4 | 6.9 | -6
O=C(NC1=C(Nc2ccc(Cl)cc2)C(=O)c2ccccc2C1=O)c1ccccc1 | 4 | 32 | 3 | 105 | 108 | 14 | -10 | -6 | 1 | 0.4 | 9
CCn1ncc(C2=NOC(C(=O)Nc3ccccc3C(=O)OC)C2)c1C (stereo unspecified) | 6 | -13 | -3 | 98 | 97 | 31 | -8 | -12 | -3 | -2.2 | -7
CCOc1cc(/C=N/O)cc(Cl)c1OC | 13 | -2 | 11 | 98 | 98 | 27 | -1 | -1 | -1 | 2.0 | -1
Cc1ccc(Cl)cc1NC(=O)COC(=O)CC1CC2CCC1C2 (stereo unspecified) | 9 | -15 | 2 | 102 | 105 | 262* | -7 | -5 | -1 | 0.6 | -5
CCCCOC(=O)Nc1ccccc1C(=O)OC | 18 | 0 | 3 | 101 | 101 | 29 | -2 | -2 | 0 | 0.4 | 1

Ordered by number of heavy atoms (ascending): eleven of the compounds above.
SMILES | Avidin fluor | Bfl-1 Bim block | ABCG2 inh | RGS4-Gao reg | RGS7-Gao | GSH fluor | Bcl-XL Bim block | Bcl-B Bim block | Bcl-W Bim block | ABCB1 inh | Bim-Bcl-2
CCOc1cc(/C=N/O)cc(Cl)c1OC | 13 | -2 | 11 | 98 | 98 | 27 | -1 | -1 | -1 | 2.0 | -1
CCCCOC(=O)Nc1ccccc1C(=O)OC | 18 | 0 | 3 | 101 | 101 | 29 | -2 | -2 | 0 | 0.4 | 1
COc1ccc(CCNC(=O)c2csc3c2CCCC3)cc1 | 24 | -5 | 4 | 101 | 101 | 38 | -2 | -9 | -2 | 0.9 | -4
Cc1ccc(Cl)cc1NC(=O)COC(=O)CC1CC2CCC1C2 (stereo unspecified) | 9 | -15 | 2 | 102 | 105 | 262* | -7 | -5 | -1 | 0.6 | -5
CCCOc1ccc(C(=O)Nn2c(C)nc3ccccc3c2=O)cc1 | 11 | 1 | 4 | 97 | 98 | 31 | 0 | 0 | -3 | 1.1 | 0
CCn1ncc(C2=NOC(C(=O)Nc3ccccc3C(=O)OC)C2)c1C (stereo unspecified) | 6 | -13 | -3 | 98 | 97 | 31 | -8 | -12 | -3 | -2.2 | -7
C/C(=N/NS(=O)(=O)c1ccc(C)cc1)c1ccc(NC(=O)C(F)(F)F)cc1 | 14 | -2 | 0 | 101 | 101 | 12 | -6 | -5 | -3 | -8.6 | -5
CN(CC(=O)Nc1ccc(S(=O)(=O)N2CCCC2)cc1)Cc1ccc(Cl)cc1 | 2 | -3 | 0 | 101 | 97 | 8 | -5 | -4 | -4 | 0.1 | -2
O=C(CN1C(=O)C(=O)N(C2CCCC2)C1=O)Nc1ccc(N2CCOCC2)cc1 | 14 | -6 | 4 | 99 | 97 | 12 | 0 | 0 | -1 | 2.2 | -3
Cc1cccc2cc(CN(Cc3ccc(F)cc3)Cc3nnnn3C3CCCC3)c(=O)[nH]c12 | 8 | 0 | 4 | 102 | 96 | 14 | -2 | -1 | -1 | 11 | 0
CCN(CC)S(=O)(=O)c1ccc(N2CCCCC2)c(NC(=O)/C=C/c2ccc(OC)c(OC)c2)c1 | 23 | -2 | 44 | 103 | 95 | 11 | -8 | -6 | -4 | 6.9 | -6

A stretch from the list above:
SMILES | Avidin fluor | Bfl-1 Bim block | ABCG2 inh | RGS4-Gao reg | RGS7-Gao | GSH fluor | Bcl-XL Bim block | Bcl-B Bim block | Bcl-W Bim block | ABCB1 inh | Bim-Bcl-2
Cc1ccc(Cl)cc1NC(=O)COC(=O)CC1CC2CCC1C2 (stereo unspecified) | 9 | -15 | 2 | 102 | 105 | 262* | -7 | -5 | -1 | 0.6 | -5
CCCCOC(=O)Nc1ccccc1C(=O)OC | 18 | 0 | 3 | 101 | 101 | 29 | -2 | -2 | 0 | 0.4 | 1

Next records
SMILES | Avidin fluor | Bfl-1 Bim block | ABCG2 inh | RGS4-Gao reg | RGS7-Gao | GSH fluor | Bcl-XL Bim block | Bcl-B Bim block | Bcl-W Bim block | ABCB1 inh | Bim-Bcl-2
COc1ccccc1NC(=O)CSC1=NC(=O)C(NC(C)=O)C(=O)N1 (stereo unspecified) | 19 | 0 | 2 | 101 | 107 | 19 | -1 | 0 | -1 | 0.3 | -2
C/C(=N\NC(=O)CSCc1ccc([N+](=O)[O-])cc1)c1ccccc1O | 3 | -1 | 28 | 101 | 101 | 9 | -1 | -4 | 0 | 2.0 | -4
Cc1ccc(-n2[nH]c(C)c(/C=N/NC(=O)c3cccc([N+](=O)[O-])c3)c2=O)cc1C | 7 | -15 | 4 | 103 | 101 | 20 | -5 | -4 | -1 | -0.6 | -5
O=C1CC(N(Cc2cccs2)C(=O)Nc2ccccc2)C(=O)N1c1ccc(Cl)cc1 (stereo unspecified) | 6 | -1 | 11 | 99 | 101 | 12 | -3 | -3 | -1 | 0.4 | -2
Cc1cc(=O)oc(C)c1C(=O)NCC(C)C | 15 | -3 | 4 | 105 | 102 | 16 | -2 | -3 | -1 | -0.4 | -8
Cc1ccc(C(=O)CC(C(=O)O)c2cn(CCC#N)c3ccccc23)cc1 (stereo unspecified) | 19 | -4 | 4 | 106 | 113 | 24 | -1 | -5 | 2 | 0.4 | -8
COCCn1c(SCCCC(=O)c2ccc(Br)cc2)nnc1-c1ccncc1 | 7 | -7 | 0 | 100 | 100 | 32 | 2 | -4 | 0 | 0.4 | -5
OCCN1CCN(c2ncnc3sc(-c4ccccc4)cc23)CC1 | 21 | -7 | 4 | 99 | 100 | 11 | -2 | -2 | -1 | 0.3 | -4
COc1cc(NC(=O)C/C(C)=N/NC(=O)c2cccc(O)c2)c(OC)cc1Cl | 4 | 0 | -1 | 104 | 101 | 9 | 0 | -1 | 2 | 0.1 | -2
COc1ccccc1CN1C(=O)[C@@H]2C(CCC(N)=O)NC3(C(=O)Nc4c3ccc(Cl)c4C)[C@@H]2C1=O (stereo partly specified) | 9 | -2 | -1 | 97 | 103 | 28 | -4 | -6 | -2 | -0.4 | -8
CC(=O)c1cccc(N2C(=O)C3C4CCC(C4=C(C)C)C3C2=O)c1 (stereo unspecified) | 4 | -3 | 0 | 103 | 108 | 10 | -10 | -7 | -6 | -0.1 | -3
COc1ccc(CC(=O)OCc2cc3cccc(C)c3[nH]c2=O)cc1 | 6 | -7 | 0 | 101 | 99 | 25 | -3 | -7 | 1 | -0.2 | -6
O=C(CSc1ccc2ccccc2c1Br)Nc1cccc(S(=O)(=O)NC2=NCCCCC2)c1 | 14 | -13 | -1 | 101 | 97 | 12 | -5 | -6 | -2 | -1.0 | -14
Cc1ccc(/C=N/c2sc3c(c2C#N)CCC3)s1 | 5 | -9 | 1 | 105 | 96 | 38 | -6 | -9 | -3 | -0.3 | -5
O=C(NCC1CCCO1)C(=O)NCC(c1ccco1)N1CCN(c2ccccc2)CC1 (stereo unspecified) | 12 | 1 | 3 | 99 | 97 | 5 | -4 | -5 | -1 | 2.4 | 3
CC(=O)Nc1ccc(O)c(-c2nc3ccccc3s2)c1 | 7 | -4 | 9 | 94 | 99 | 19 | -4 | -5 | 0 | 0.3 | 0
Cc1ccc(-c2csc(SCC(=O)Nc3cc(C)on3)n2)cc1 | 21 | 1 | 1 | 101 | 105 | 15 | 1 | 1 | 0 | 0.2 | 0
CN(c1cccc(NS(=O)(=O)c2ccccc2)c1)S(C)(=O)=O | 11 | -5 | 0 | 102 | 106 | 18 | 0 | -6 | -3 | 0.0 | 0
O=c1c2ccccc2sn1-c1ccc(S(=O)(=O)N2CCCC2)cc1 | 4 | 14 | -11 | 92 | 89 | 9 | 0 | -12 | -1 | -3.9 | 1
COc1ccc(CNC(=O)COC(=O)/C=C/c2ccc(S(=O)(=O)N3CCOCC3)cc2)cc1 | 9 | -3 | 2 | 99 | 94 | 10 | 0 | -1 | 0 | -0.4 | -3
CCOC(=O)c1c[nH]c2c(Cl)c(Cl)ccc2c1=O | 10 | -9 | 2 | 101 | 100 | 5 | -1 | -1 | 5 | 0.5 | 0
CN(C)CCCNC(=S)NCc1ccc(Cl)cc1 | 13 | -17 | 6 | 103 | 101 | 20 | -5 | -4 | -4 | 0.4 | -9
O=C(COC(=O)c1cn(-c2ccccc2)nc1-c1ccccc1)c1ccc([N+](=O)[O-])cc1 | 10 | -1 | 10 | 100 | 100 | 11 | -7 | -6 | -6 | 0.5 | -3
C=CCn1c(SCC(=O)Nc2ccccc2OC)nc(O)c(CC)c1=O | 42 | 1 | 3 | 101 | 100 | 19 | -1 | -1 | -3 | 0.4 | -1
Fc1ccc(COc2cccc(CNCc3ccncc3)c2)cc1 | 8 | 1 | 0 | 99 | 99 | 16 | 0 | -2 | 0 | 0.0 | 4
Cc1cc(C(C)c2ccccc2)c(O)c(CN2CCOCC2)c1C (stereo unspecified) | 15 | 2 | 0 | 104 | 102 | 13 | -1 | 3 | 0 | 0.0 | 0
CCc1nnc(NC(=O)CSc2nnc(-c3ccccc3OC)n2-c2ccc(C)cc2)s1 | 14 | -9 | 2 | 98 | 100 | 31 | -4 | -6 | -1 | 0.5 | -5

Bioassay records (PubChem BioAssay)
